Screening data deposited in PubChem by National Center for Advancing Translational Sciences (NCATS).
Vif-A3G inh – blocks the Vif interaction with human APOBEC3G; Q9HC16; HeLa A3G-eYFP + Vif (tagged APOBEC3G with the HIV-1 protein that degrades it), YFP fluorescence, overnight; Potency, µM (doses to about 46.1 µM), for inactives: at the highest dose activity, negative = active, most hits filed as inhibitors; 410,000 tested, 0.076% active; AID 602310;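 note: potency is the fitted concentration of half-maximal effect; % is set by controls: 0 for no effect and ±100 for the full control effect; nearly all actives have a fitted effect of over 60% in size; hits raise eYFP signal because A3G escapes Vif-driven loss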
Target sequence (Q9HC16 whole entry, looked up): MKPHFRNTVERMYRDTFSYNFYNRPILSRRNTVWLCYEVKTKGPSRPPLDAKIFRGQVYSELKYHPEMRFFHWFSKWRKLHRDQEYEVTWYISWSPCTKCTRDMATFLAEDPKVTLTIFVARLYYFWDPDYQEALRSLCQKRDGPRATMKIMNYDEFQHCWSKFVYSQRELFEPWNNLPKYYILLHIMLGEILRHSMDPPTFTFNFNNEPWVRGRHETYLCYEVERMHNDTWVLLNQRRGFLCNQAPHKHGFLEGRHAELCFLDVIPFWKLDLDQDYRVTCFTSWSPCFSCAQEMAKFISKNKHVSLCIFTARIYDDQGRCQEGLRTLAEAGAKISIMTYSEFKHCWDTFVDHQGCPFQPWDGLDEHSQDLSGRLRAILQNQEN
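Read-out is eYFP fluorescence (Ex 488/Em 500-530) from Vif-expressing HeLa A3G-eYFP cells; more signal means A3G escaped Vif-mediated degradation. Cells plated overnight, compound pinned in, incubated overnight at 37 deg C.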
IDH1 R132H inh – blocks human mutant IDH1 R132H enzyme | IDH1-R132H enzyme, NADPH consumption, diaphorase/resazurin fluorescence | Potency, µM (series often up to 76.6 µM), for the others: at the highest dose activity change, negative = inhibition, usual class: inhibitors | O75874 | 390,000 tested, 0.093% active; note: potency is the fitted concentration of half-maximal effect; % is set by controls: 0 for no effect and ±100 for the full control effect; nearly all actives have a fitted effect of over 65% in size
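IDH1-R132H (0.5 ug/mL dispensed) in pH 7.5 Tris buffer was preincubated 30 min with compound, then given a substrate mix of 0.016 mM NADPH and 2 mM alpha-KG for 80 min at room temperature; remaining NADPH was read by diaphorase/resazurin fluorescence.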
Vif-A3F inh – inhibitors of Vif-A3F interaction. HeLa A3F-eYFP + Vif (tagged APOBEC3F with the HIV-1 protein that degrades it), YFP fluorescence increase. Potency, µM (doses to about 46.1 µM), without a hit: top-dose activity, negative = active. 390,000 tested, 0.2% active; note: potency is the fitted concentration of half-maximal effect; % of control where 0% means no effect; nearly all actives have a fitted effect of over 65% in size
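HeLa cells stably expressing A3F-eYFP plus Vif, plated and incubated overnight at 37 deg C, then exposed to compounds overnight at 37 deg C. Blocked degradation read as raised yellow fluorescence (Ex 488/Em 500-530).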
TrxR1 substrate – is turned over as a substrate by rat TrxR1; O89049; purified TrxR1 substrate turnover, NADPH consumption readout; Potency, µM (series often up to 114 µM), inactives show at the top dose activity change, negative = substrate turnover; 390,000 tested, 0.01% active; note: potency is the fitted concentration of half-maximal effect; % is set by controls: 0 for no effect and ±100 for the full control effect; nearly all actives have a fitted effect of over 50% in size
Target sequence (O89049 whole entry, looked up): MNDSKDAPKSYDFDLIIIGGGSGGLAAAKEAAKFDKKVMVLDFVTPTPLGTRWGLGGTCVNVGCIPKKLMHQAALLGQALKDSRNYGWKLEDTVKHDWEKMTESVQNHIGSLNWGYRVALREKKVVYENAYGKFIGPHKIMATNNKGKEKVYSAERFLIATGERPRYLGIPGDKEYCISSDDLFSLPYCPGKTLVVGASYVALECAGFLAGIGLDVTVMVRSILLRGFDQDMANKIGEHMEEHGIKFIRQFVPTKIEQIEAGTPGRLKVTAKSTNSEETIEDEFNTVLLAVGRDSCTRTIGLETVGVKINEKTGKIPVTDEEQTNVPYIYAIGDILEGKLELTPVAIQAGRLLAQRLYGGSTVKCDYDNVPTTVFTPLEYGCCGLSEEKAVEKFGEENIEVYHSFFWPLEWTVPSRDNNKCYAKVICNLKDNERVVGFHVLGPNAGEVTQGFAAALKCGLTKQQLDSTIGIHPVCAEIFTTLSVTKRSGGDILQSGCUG
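Rat TrxR1, dispensed at 90 nM, was prereduced with 400 uM NADPH (final) for 5 min at ~22 deg C, then incubated with compound 15 min before 400 uM selenite. A first-read NADPH fluorescence drop versus no-compound background flagged substrates.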
USP1 inh – blocks the human USP1/UAF1 deubiquitinase complex; O94782; 390,000 tested, 0.23% active; Potency, µM (series often up to 57.1 µM), for the others: at the highest dose activity change, negative = inhibition, hits mostly inhibitors; recombinant USP1/UAF1, Ub-Rhodamine cleavage fluorescence; note: potency is the fitted concentration of half-maximal effect; % is set by controls: 0 for no effect and ±100 for the full control effect; nearly all actives have a fitted effect of over 60% in size; inactives centre near -12
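High-throughput fluorogenic screen: 1nM USP1/UAF1 complex, Ub-Rho substrate 150nM final, 50mM HEPES pH 7.8 with 0.5mM EDTA, 0.1 mg/ml BSA, 1mM TCEP and 0.01% Tween-20.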
LDHA inh – blocks human lactate dehydrogenase A | P00338 | purified LDHA, NADH/diaphorase-resazurin fluorescence; stronger effect = lower value | activity change, % (values are at about 110 or 230 µM) | 480,000 tested, 0.15% active | AID 1347041; in the data active = activity change below about -30%; inconclusive = mostly about -25% to -30%;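 note: plate controls were DMSO wells for no effect and wells without enzyme for full effect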
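Human LDH5 at 2 nM final in Tris HCl pH 7.4 with 0.06 mM NADH and 0.2 mM pyruvate, reacted 5 minutes at room temperature. Remaining NADH coupled via diaphorase/resazurin; resorufin fluorescence read at 0 and 20 minutes, normalized to enzyme-free and DMSO wells.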
Glioma ERSR ind – inducers of ER stress response in human glioma cells. U87-MG GRP78 promoter luciferase reporter, 16 h. 420,000 tested, 0.02% active. AID 602332. Potency, µM, without a hit: at the top dose activation, hits mostly activators; note: potency is the fitted concentration of half-maximal effect; series mostly up to about 76 µM; % of control where 0% means no effect; nearly all actives have a fitted effect of over 35% in size
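Stably transfected U87-MG human glioma cells carrying a GRP78-based luminescent sensor were seeded at 1000 cells/well, pin-dosed with compounds and incubated 16 h. Luciferase reagent was then added, and end-point luminescence was read after 10 min at room temperature.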
RGS4 inhibitor – human RGS4 inhibition; P49798; 390,000 tested, 0.039% active; Transcreener GDP fluorescence polarization, RGS4-accelerated GTP hydrolysis; Potency, µM (titrated, usually from 114 µM), without a hit: top-dose activity change, negative = inhibition, actives largely listed as inhibitors; AID 504845; note: potency is the fitted concentration of half-maximal effect; % is set by controls: 0 for no effect and ±100 for the full control effect; nearly all actives have a fitted effect of over 75% in size; some results filed as inactive show a strong effect at the top dose
Target sequence (P49798 whole entry, looked up): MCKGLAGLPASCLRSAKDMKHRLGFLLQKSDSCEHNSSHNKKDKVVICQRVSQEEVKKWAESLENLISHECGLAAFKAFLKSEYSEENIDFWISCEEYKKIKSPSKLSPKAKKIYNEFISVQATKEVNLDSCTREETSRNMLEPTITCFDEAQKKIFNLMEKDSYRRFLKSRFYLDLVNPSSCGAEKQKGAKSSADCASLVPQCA
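MLSMR compounds (23 nl, pin-transferred) preincubated 10 min at room temperature with a 500nM (2x) first reagent, then RGS4 at 900nM (2x) plus Transcreener GDP mix added; fluorescence polarization (620/688 nm) read before and after 90 min at 30 °C.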
TrxR1 inh – rat TrxR1 inhibition; recombinant rTrxR1, NADPH fluorescence consumption, selenite substrate; Potency, µM (top dose mostly 114 µM), for the others: top-dose activity change, negative = inhibition, hits mostly inhibitors; 390,000 tested, 1% active; AID 588453; note: potency is the fitted concentration of half-maximal effect; % is set by controls: 0 for no effect and ±100 for the full control effect; nearly all actives have a fitted effect of over 65% in size
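Rat TrxR1 (90 nM in the dispensed reagent) was pre-reduced with 400 uM NADPH for 5 min at room temperature, then incubated with compound for 15 min. After 400 uM selenite was added, NADPH fluorescence (Ex 340/Em 450 nm) was followed for 8 min.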
* marks the source's active call; other numbers are inactive results; u = inconclusive; [ ] = dose if it differs, or a comment. Unless noted, calls come from the whole dose curve; as a rule, active = well fitted curve in the direction sought with a large enough effect; inconclusive = small, poorly fitted or top-dose-only effect, or another doubt; inactive = no such curve, though single readings can be large; an effect the other way counts as inactive or inconclusive. Not all compounds are listed, so the mix of outcomes need not match the whole.

SMILES	Vif-A3G inh	IDH1 R132H inh	Vif-A3F inh	TrxR1 substrate	USP1 inh	LDHA inh	Glioma ERSR ind	RGS4 inhibitor	TrxR1 inh
O=C(O)C1CC=CCC1C(=O)Nc1ccc2c(c1)CCC2 (stereo unspecified)	1.4%	5.5%	-5.8%	1.9%	-5.0%	-0.5	-3.9%	-19.1%	19.1%
CCCCCCc1cc2cc(C(=O)NC)c(=N)oc2cc1O	-2.6%	0.9%	u	34.0%	u	0.0	-0.9%	-32.1%	u
CCc1nc(N2CCCCC2C)c2oc3ccccc3c2n1 (stereo unspecified)	-18.2%	-15.4%	u	-2.8%	-20.3%	6.6	-8.0%	9.1%	-14.9%
COC(=O)c1ccc(NC(=O)c2ccc(NC(=O)c3ccco3)cc2)cc1	0.1%	-7.8%	-2.6%	12.5%	u	-2.4	-5.4%	u	27.6%
COC(=O)c1ccccc1NC(=O)N[C@@H](C)C(=O)OC	0.1%	-0.7%	-3.6%	28.2%	-10.6%	-9.4	-2.1%	4.7%	24.3%
CCNc1nc(OC)nc(N2CCC(Cc3ccccc3)CC2)n1	1.7%	-2.9%	5.6%	-13.6%	-6.9%	-1.8	-1.5%	u	-5.6%
CCc1cc(C(=O)c2ccc(C)cc2)c(NC(=O)CCl)s1	-19.1%	-7.7%	0.8%	-8.1%	-23.2%	-0.2	u	-12.6%	31.6µM*
CC(C)c1ccc(NC2CCCN(C(=O)CC3CCCC3)C2)cc1 (stereo unspecified)	0.3%	8.4%	-3.0%	-5.3%	u	3.0	0.3%	-17.1%	14.5%
CCOc1ccc(/C=C2/SC(=O)NC2=S)cc1	1.1%	-0.3%	1.1%	-10.0%	-20.4%	0.3	4.1%	-18.2%	u
Cc1ccc(-n2nc(C)c3c(C)cc(=O)n(CC(=O)NC(C)c4ccccc4)c32)cc1 (stereo unspecified)	0.7%	-17.1%	-0.5%	3.9%[57.1 µM]	-0.1%	-0.7	-1.7%	-34.9%	6.1%[57.1 µM]
CCOC(=O)c1ccc(N2C(=O)[C@@H](c3ccccc3)[C@H]2c2ccccc2)cc1	-13.8%	6.8%	-0.4%	-5.6%[57.1 µM]	-15.4%	1.8	-3.7%	-1.7%	16.0%[57.1 µM]
CC1CCCCN1C(=O)COC(=O)c1cc([N+](=O)[O-])ccc1N1CCOCC1 (stereo unspecified)	-4.9%	1.7%	9.9%	2.6%	-6.3%	-1.1	-5.3%	-14.8%	9.0%
O=C(NNC(=O)c1ccccc1OCc1ccccc1)c1ccccc1O	-5.1%	32.2%	-0.7%	-2.6%	-12.5%	1.9	-5.0%	-7.1%	1.6%
CN(C)CC1C2CCC(C2)C1O (stereo unspecified)	3.6%	0.0%	u	-0.2%	2.4%	-7.1	-1.5%	17.7%	13.2%
CCN(C(=O)c1ccc(S(=O)(=O)N(C)C)cc1)C(C)C(=O)Nc1ccc(C)cc1 (stereo unspecified)	0.1%	7.2%	5.8%	-19.9%[57.1 µM]	-9.6%	1.5	-0.2%	-18.4%	14.3%[57.1 µM]
CCN(CC)S(=O)(=O)c1ccc(C(=O)/C=C/c2ccc(-c3ccc([N+](=O)[O-])cc3)o2)cc1	-1.0%	-0.3%	u	-1.8%	u	0.4	-1.5%	-6.2%	-19.7%
COc1ccccc1C(=O)NCCC(=O)N1CCN(c2ccccc2Cl)CC1	0.6%	-1.3%	u	0.7%	-1.9%	-4.5	-1.6%	17.9%	8.3%
CCc1ccc(-n2c(SCC(=O)Nc3cccc(S(=O)(=O)NC4=NCCCCC4)c3)nc3ccccc3c2=O)cc1	2.6%	-5.1%	-21.7%	-3.2%	4.7%	1.0	-3.4%	-5.6%	6.4%
Cc1nn(C)cc1/C=C1\SC(=S)NC1=O	-9.0%	7.4%	3.7%	21.5%[57.1 µM]	-12.1%	-4.6	2.2%	-3.6%	0.3%[57.1 µM]
CC(C)(O)c1cn(-c2nonc2N)nn1	2.4%	-1.3%	0.5%	2.8%[57.1 µM]	0.1%	-11.3	-7.0%	-7.1%	4.1%[57.1 µM]
COC(=O)c1sccc1NC(=O)c1ccc2c(c1)OCO2	1.6%	0.8%	0.7%	4.9%	14.4%	-1.4	-0.6%	-3.4%	-17.6%
COc1ccc(CN(C(=O)/C=C/c2ccco2)C2CCS(=O)(=O)C2)cc1OC (stereo unspecified)	-0.4%	1.0%	4.4%	-12.4%	-16.2%	-2.9	4.9%	-31.6%[56.9 µM]	15.8µM*
COc1cccc(NC(=O)Cc2nnc(SCC(=O)c3ccccc3)n2C)c1	2.6%	-1.6%	-5.9%	-12.4%	-9.2%	1.2	0.5%	7.5%	-10.6%
Cc1ccc(CSC2=NCCN2S(=O)(=O)c2ccccc2)cc1	-6.7%	4.6%	-6.4%	2.7%	-22.6%	-0.2	-2.7%	21.7%	26.2%
COc1ccc(/C=N/NC(=O)c2cc(-c3ccc(C)cc3C)nc3ccccc23)cc1COC(C)=O	-18.1%	8.4%	-4.1%	18.2%	-16.5%	-1.3	-4.9%	-12.6%	18.2%[57.1 µM]

(continued)
SMILES	Vif-A3G inh	IDH1 R132H inh	Vif-A3F inh	TrxR1 substrate	USP1 inh	LDHA inh	Glioma ERSR ind	RGS4 inhibitor	TrxR1 inh
Cc1occc1-c1nnc(SCC(=O)Nc2ccccc2)n1Cc1ccccc1	0.2%	-2.0%	-3.0%	6.5%	-5.6%	-3.6	-1.5%	3.6%	13.4%
Cc1cc(C(=O)NCC(=O)OCC(=O)N(C2CCCCC2)C2CCCCC2)ccc1[N+](=O)[O-]	-1.7%	-1.4%	2.9%	-12.1%	-12.5%	-3.3	-2.6%	-3.2%	-10.8%
O=C(/C=C/C(=O)N1CCc2ccccc2C1)N1CCc2ccccc2C1	-2.4%	14.4%	-2.1%	4.7%[57.1 µM]	u	3.5	-0.7%	0.5%	9.7%[57.1 µM]
COc1cccc(C2c3[nH]c4ccccc4c3CCN2Cc2ncc[nH]2)c1 (stereo unspecified)	-2.5%	0.9%	-13.1%	7.8%[57.1 µM]	-33.3%	-3.9	-2.5%	4.0%	13.7%[57.1 µM]
Cc1cc2c(cc1C)-c1c(ssc1=Nc1ccc(S(N)(=O)=O)cc1)C(C)(C)N2	-15.0%	-3.5%	-5.8%	0.1%	-23.9%	-3.7	-9.3%	-32.6%	-2.5%
COc1ccccc1N(Cc1ccccc1)S(=O)(=O)c1cc(C(=O)O)ccc1Cl	u	-14.9%	10.6%	2.0%[57.1 µM]	-1.5%	-6.1	3.9%	43.8%	18.8%[57.1 µM]
COc1ccc(OC(=O)c2c(C)nn(-c3ccccc3)c2C)cc1	0.6%	3.2%	-8.9%	11.2%[57.1 µM]	3.0%	-10.3	1.3%	7.9%	11.8%[57.1 µM]
Cc1nn(-c2ccccc2)c(N2CCCC2)c1C=O	-0.2%	9.7%	0.8%	-1.8%	-20.2%	-6.3	-2.5%	-27.0%[56.9 µM]	4.4%
COc1ccc(C(=O)C2CCN(S(=O)(=O)c3ccc4c(c3)OCCO4)CC2)cc1	2.4%	10.1%	-1.0%	5.1%	-2.5%	1.9	-3.5%	-10.4%	13.8%
COC(=O)c1cccc(C(=O)N2CCCC(CNC(=O)c3ccccc3Cl)C2)c1 (stereo unspecified)	0.1%	1.3%	-10.2%	0.1%	-18.2%	-4.4	6.2%	27.3%[56.9 µM]	25.6%
Cc1cc([N+](=O)[O-])nn1Cc1ccc(C(=O)N/N=C/c2ccc(O)cc2O)cc1	-6.9%	-1.7%	-5.0%	-9.8%	-19.1%	-4.8	-3.8%	-45.0%	-0.5%
Cc1cc(NCCN2CCOCC2)n2c(nc3ccccc32)c1C#N	1.3%	5.2%	2.5%	101.3%[activator]	-9.5%	-3.0	-6.2%	-9.8%	15.3%
O=C(COc1coc(CN2CCN(c3ccccc3)CC2)cc1=O)N1CCc2ccccc21	2.1%	-1.3%	-18.4%	-1.7%	5.0%	-2.2	-3.9%	-0.4%	6.2%
CCN(CC(=O)Nc1ccccc1C(F)(F)F)C(=O)c1ccccc1SCC(=O)N1CCCC1	-1.1%	4.0%	-5.3%	11.3%[57.1 µM]	-17.3%	0.5	-1.6%	-4.7%	12.0%[57.1 µM]
O=C(NCc1ccc2[nH]c3c(c2c1)CCCC3)c1ccc(S(=O)(=O)N2CCOCC2)cc1	4.4%	-5.9%	0.5%	5.7%[57.1 µM]	-10.7%	0.9	0.1%	11.0%	12.1%[57.1 µM]
Cc1ccc(NS(=O)(=O)c2ccc(-n3cccn3)cc2)c(C)c1	0.3%	5.6%	-2.7%	-6.6%	-19.7%	-3.3	-1.9%	4.6%	4.9%
Cc1cc(C)cc(Oc2nc3c(c(=O)n(C)c(=O)n3C)n2Cc2ccc(F)cc2)c1	-2.0%	-6.6%	-1.1%	1.6%	-13.6%	-4.2	-2.5%	5.8%	21.3%
Brc1ccc(CN2CCc3nc(N4CCN(c5ncccn5)CC4)ncc3C2)cc1	3.0%	-13.4%	-1.0%	3.9%[57.1 µM]	-19.9%	-8.5	-4.2%	-31.9%	19.8%[57.1 µM]
